uPA generation: inhibitors of cell surface uPA generation; cell surface uPA generation assay, qHTS; Potency, µM (highest dose often 38.3 µM), for inactives: top-dose activity change, negative = inhibition, actives largely listed as inhibitors; hit rate 0.31% among 330,000; AID 540303; active means well fitted inhibition curve with a large enough effect; inconclusive means small, poorly fitted or top-dose-only effect; inactive means no such curve, though single readings can be large or run the other way; tested in mouse RAW 264.7 cells; further: potency means the concentration at half of the fitted maximal effect; on the % scale 0 is the no-effect control and ±100 the full control effect; nearly all actives have a fitted effect of over 55% in size
Gal4-VP16 FLuc: inhibits Gal4-VP16 luciferase reporter, ROR gamma counter-screen; Drosophila S2 Gal4-VP16 UAS-luciferase, luminescence, 20 h; Potency, µM (top dose mostly 53.6 µM), without a hit: top-dose activity, negative = inhibition, usual class: inhibitors; hit rate 3.5% among 310,000; AID 2546;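 further: Gal4-VP16 expression switched on by copper sulfate through the metallothionein promoter; potency means the concentration at half of the fitted maximal effect; on the % scale 0 is the no-effect control and ±100 the full control effect; nearly all actives have a fitted effect of over 50% in size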
ELG1 genotox: induces genotoxicity in HEK293T cells with luciferase-tagged ELG1. HEK293T ELG1-luciferase reporter, luminescence, 16 h. Potency, µM (series often up to 46 µM), inactives show at the top dose activity change, positive = activation, actives largely listed as activators. hit rate 1.3% among 330,000. AID 504466; further: potency means the concentration at half of the fitted maximal effect; % of control where 0% means no effect; nearly all actives have a fitted effect of over 60% in size
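Cells (2,000/well) expressing the ELG1-luciferase fusion are dosed by pin tool and kept 16 hr at 37 °C, 5% CO2. Signal comes from ONE-Glo luciferase reagent after 30 min at room temperature.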
KCNH2 3.1 inh: inhibitors of human KCNH2 3.1 potassium channel isoform; U2OS KCNH2 3.1, thallium flux FluxOr; stronger effect = lower value; activity change, % (tested at about 1.8 µM); hit rate 0.95% among 340,000;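 active means maximum activity change below -70%; inconclusive means maximum activity change from -70% to -50%; inactive means maximum activity change above -50%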;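 further: thallium influx rate constant from kinetic fluorescence after stimulation buffer; on the % scale 0 is the no-effect control and ±100 the full control effect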
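U2OS cells transduced with KCNH2 3.1 mutant virus (1.77 x 10^8 /mL, 4 h), plated overnight at 37 C, loaded 45 min with FluxOr dye plus Red40 quencher. Thallium flux rate constant from kinetic reads after stimulation buffer, normalised to controls.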
RORg inh: blocks mouse ROR gamma transcriptional activity; P51450; Drosophila S2 Gal4-RORgamma UAS-luciferase reporter, 20 h; Potency, µM (top dose mostly 53.6 µM), inactives show at the top dose activity change, negative = inhibition, usual class: inhibitors; hit rate 5.4% among 310,000; AID 2551; further: potency means the concentration at half of the fitted maximal effect; on the % scale 0 is the no-effect control and ±100 the full control effect; nearly all actives have a fitted effect of over 60% in size
Target sequence (P51450 whole entry, looked up, the tested form may be a part): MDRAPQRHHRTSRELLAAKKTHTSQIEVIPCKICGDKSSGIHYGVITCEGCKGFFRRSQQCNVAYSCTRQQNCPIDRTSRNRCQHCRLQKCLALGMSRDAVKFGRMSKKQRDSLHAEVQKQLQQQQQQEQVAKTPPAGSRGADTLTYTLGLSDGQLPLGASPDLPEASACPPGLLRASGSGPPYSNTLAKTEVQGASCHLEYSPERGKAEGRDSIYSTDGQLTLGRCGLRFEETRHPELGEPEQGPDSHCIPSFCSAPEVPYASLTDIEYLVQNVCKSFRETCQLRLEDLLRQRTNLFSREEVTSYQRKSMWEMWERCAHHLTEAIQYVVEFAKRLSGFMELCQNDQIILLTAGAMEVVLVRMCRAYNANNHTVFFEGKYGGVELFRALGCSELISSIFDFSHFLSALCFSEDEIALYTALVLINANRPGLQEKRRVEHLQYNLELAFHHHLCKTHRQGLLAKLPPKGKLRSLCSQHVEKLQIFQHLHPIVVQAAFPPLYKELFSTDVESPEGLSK
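Luminescence from a UAS-regulated Photinus luciferase reporter in stably transfected Drosophila Schneider cells is measured; decreased signal marks ROR gamma inhibition. Fusion expression is induced by 700 uM copper sulfate for 20 hr.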
Tb PFK block: inhibitors of T. brucei phosphofructokinase. Potency, µM (titrated, usually from 57.5 µM), for inactives: at the highest dose activity, negative = inhibition, usual class: inhibitors. hit rate 0.17% among 330,000. T. brucei PFK, ADP-Glo luminescence;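 further: potency means the concentration at half of the fitted maximal effect; 0% = uninhibited 1x PFK enzyme wells and -100% = no-enzyme wells; nearly all actives have a fitted effect of over 60% in size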
Target sequence (O15648 whole entry, looked up): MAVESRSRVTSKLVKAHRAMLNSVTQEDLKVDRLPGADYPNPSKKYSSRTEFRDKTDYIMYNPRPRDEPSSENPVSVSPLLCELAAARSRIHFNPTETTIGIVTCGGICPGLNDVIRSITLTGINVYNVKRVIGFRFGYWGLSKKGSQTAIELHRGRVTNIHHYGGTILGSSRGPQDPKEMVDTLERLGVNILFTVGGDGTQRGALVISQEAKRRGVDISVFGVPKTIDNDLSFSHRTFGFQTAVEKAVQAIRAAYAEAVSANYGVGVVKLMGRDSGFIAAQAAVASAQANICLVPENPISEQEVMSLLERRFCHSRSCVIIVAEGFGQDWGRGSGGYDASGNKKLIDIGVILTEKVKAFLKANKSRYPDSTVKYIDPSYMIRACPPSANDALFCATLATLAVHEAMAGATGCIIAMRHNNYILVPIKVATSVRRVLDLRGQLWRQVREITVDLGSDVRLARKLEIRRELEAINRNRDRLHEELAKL
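ADP-Glo luminescence quantified ADP after 45 min at room temperature, with 1.25 nM T. brucei PFK, 0.1 mM ATP and 0.5 mM fructose-6-phosphate in pH 8.0 TEA buffer. qHTS titrations up to 57 µM; curves classified by quality.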
NPC1 prom act: activates the NPC1 promoter; AID 485313; hit rate 2.4% among 320,000; Huh7 NPC1 promoter luciferase reporter, 24 h; Potency, µM (doses to about 9.22 µM), for inactives: at the top dose activation, hits mostly activators;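 further: potency means the concentration at half of the fitted maximal effect; % of control where 0% means no effect; nearly all actives have a fitted effect of over 60% in size; reporter is driven by a mutant NPC1 promoter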
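Quantitative HTS used a cell-based reporter: Huh7 cells stably bearing the NPC1 promoter upstream of luciferase were treated with compounds for 24 h, and promoter activation was read as luminescence.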
FLuc counter: inhibits or activates purified firefly luciferase, miR-21 counter-screen; AID 588342; P08659; purified FLuc, Km substrates, luminescence inhibition; hit rate 6.9% among 360,000; Potency, µM (series often up to 57.5 µM), for inactives: top-dose activity change, negative = inhibition, hits mostly inhibitors;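 further: potency means the concentration at half of the fitted maximal effect; plate controls were vehicle for no effect and reference inhibitor for full effect; nearly all actives have a fitted effect of over 55% in size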
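Biochemical qHTS of compounds, final roughly 60 µM downward over six points, against 10 nM purified firefly luciferase using Km concentrations of substrates (10 uM D-luciferin, 10 uM ATP) in Tris acetate pH 7.5 buffer; luminescence output.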
Giardia kill: Giardia lamblia killing. Giardia lamblia trophozoite viability. activity change, % at 7.66 µM, hits read low. hit rate 0.15% among 340,000. AID 540267; in the data active means activity change below about -80%; inconclusive means between about -30% and that limit;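 further: parasites exposed to compound for two days anaerobically before the ATP read; on the % scale 0 is the no-effect control and ±100 the full control effect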
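Viability, read as ATP luminescence: trophozoites at 100 cells/well, compound added, 48 hrs anaerobic at 37 deg C, then 15-30 min room-temperature development before reading.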
Coupling enz: counter-screen for Giardia aldolase inhibitors: coupling enzyme system | activity change, negative = inhibition, % at 58.2 µM, hits read low | hit rate 0.67% among 290,000 | AID 2472 | coupling enzyme system counterscreen, AmpLite Red fluorescence; in the data active means activity change below about -30%; further: on the % scale 0 is the no-effect control and ±100 the full control effect
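Counterscreen lacking aldolase: glyceraldehyde-3-phosphate coupling-enzyme reagent preincubated 10 min at RT with compound (at 57.5 uM final), then substrate/coupling system with AmpLite Red added; fluorescence read at 525/598 nm after 20 min RT.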
Rab9 prom act: activates the Rab9 promoter; Huh7 Rab9 promoter-luciferase reporter, luminescence, 24 h; Potency, µM (titrated, usually from 9.22 µM), without a hit: at the highest dose activation, negative = inhibition, hits mostly activators; hit rate 2.8% among 320,000; AID 485297; further: potency means the concentration at half of the fitted maximal effect; % of control where 0% means no effect; nearly all actives have a fitted effect of over 60% in size
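Cells were plated at 1500 per well in reduced-serum medium with 10% FBS and left 2 h. Compound in DMSO was then added for 24 h at 37 °C. Reporter signal was read by luminescence after 10 min with luciferase detection reagent.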
* hit, by the source's call; ? = inconclusive; . = not tested or not shown; & = joins results of further samples; [ ] = another dose, or the depositor's remark. Unless noted, the call rests on the fitted dose curve; in most records, active means well fitted curve in the direction sought with a large enough effect; inconclusive means small, poorly fitted or top-dose-only effect, or another doubt; inactive means no such curve, though single readings can be large; an effect the other way counts as inactive or inconclusive.

molecule	uPA generation	Gal4-VP16 FLuc	ELG1 genotox	KCNH2 3.1 inh	RORg inh	Tb PFK block	NPC1 prom act	FLuc counter	Giardia kill	Coupling enz	Rab9 prom act
Nc1nc(NCc2ccco2)nc(NCCO)c1[N+](=O)[O-]	-3%	-2%	5%	29	13%	2%	-2%	-2%	?	-1	-3%
COc1ccc(C(=O)N/C(=C/c2cccnc2)C(=O)N2CCOCC2)cc1OC	-5%	2%	1%	-4	-1%	3%	-6%	-1%	7	1	0%
Cc1ccc(S(=O)(=O)N(C)C)cc1NC(=O)COC(=O)Cc1ccccc1F	-5%	.	-1%	10	.	2%	-4%	9%	12	.	1%
COc1cccc(C2CC3(CC(C)(C)NC(=S)N3)Oc3cc(O)ccc32)c1 (stereo unspecified)	2%	-1%	-2%	-6	-38%	3%	-1%	2%	13	7	1%
O=C(Nc1ccc(Cl)cc1)c1ccc(OCC2CCCO2)cc1 (stereo unspecified)	.	0%	?	-17	10%	-3%	?	5.4µM*	-10	3	?
Cc1ccc(Cn2nc(C)c(NC(=O)c3cc(C)no3)c2C)cc1	0%	5%	-1%	13	2%	3%	1%	-1%	4	2	2%
Cc1ccc(N=C2N=C(N)c3ccccc32)c(C)c1	-3%	-8%[0.365 µM]	13%	8	-27%	-7%	-1%	-13%	-9	8	-3%
O=C(NC1=NCCS1)c1cccc(NC(=O)c2ccco2)c1	1%	-8%	0%	27	?	2%	11%	?	-7	1	2%
O=C1COc2ccc(C(=O)COC(=O)Cc3ccsc3)cc2N1	1%	-1%	1%	13	9%	8%	-2%	?	28	2	-6%
CC(=O)NC(Cc1ccccc1)C(C)=O (stereo unspecified)	2%	-4%	1%	-3	-3%	-1%	-3%	-1%	-16	-2	2%
CC(C)CCC1(CCNC(C)c2cccs2)CCOC(C)(C)C1 (stereo unspecified)	-3%	3%	-6%	-13	18%	-3%	0%	-2%	39[activator]	-2	2%
COc1cc(C(CC(=O)Nc2cc(C)ccn2)N2Cc3ccccc3C2=O)cc(OC)c1OC (stereo unspecified)	0%	-9%	14%	-6	3%	-3%	-2%	-2%&-3%	-6	3	-2%
Cc1ccc(CSc2nc3c(c(=O)[nH]2)CCC3)cc1	2%	4%	?	-6	14%	-3%	-1%	-24%	-6	2	25%
Cc1ccc2c(c1)C(=O)c1c(C(=O)O)cccc1-2	-4%	-8%	1%	20	-22%	1%	0%	-16%	26	6	-1%
CC(=O)Nc1ccc(NC(=O)N(c2ccccc2)c2ccccc2)cc1	-14%	-5%	1%	-3	0%	6%	-14%	3%	2	.	1%
CN(C)c1cc2c(c(N(C)C)c1)C(=O)c1ccccc1C2=O	-2%	?	3%	3	-41%	0%	27%	?	-28	-16	?
Cc1ccc(OCCC(=O)Nc2ccc(F)c(F)c2)cc1	1%	-9%	1%	3	22%	-13%	-3%	5%	-8	-3	0%
Brc1ccc(OCCCOc2cccc3cccnc23)cc1	5%	?	7%	-22	?	-2%	1%	?	5	-5	1%
O=C(N/N=C/c1ccc(N2CCOCC2)cc1)c1ccc(O)cc1	-23%	?	1%	0	4.5µM*	0%	12%	24µM*	23	2	15%
COCCC(=O)N1CCC(Oc2ccc(C(=O)N(C)CCCC3CCCC3)cc2)CC1	1%	-8%	-1%	3	?	-9%	14%	-23%	-6	2	21%
CC(=O)Nc1sc(C)c(C)c1C(=O)OCC(=O)Nc1cc(S(=O)(=O)N2CCCCC2)ccc1Cl	-7%	-7%	-2%	-1	4%	-3%	-5%	2%	16	4	-7%
COCCNC(=O)C(c1ccc(C)cc1)N(Cc1cccs1)C(=O)CCC(=O)Nc1ccccn1 (stereo unspecified)	-2%	4%	-3%	-4	26%	2%	2%	1%	-5	1	3%
Cc1cc(C)nc(N2CCCC(C(=O)NCCC3=CCCCC3)C2)n1 (stereo unspecified)	19%	2%	3%	-1	-14%	-5%	0%	-1%	-9	5	4%
CC(C)(C)c1cc(CN2CCC(O)CC2)cc(C(C)(C)C)c1O	1%	?	-4%	-1	9%	-1%	-1%	8%	2	0	-5%
Cc1ccc(/C=C/C(=O)OCC(=O)N2CC(=O)Nc3ccccc32)o1	-3%	-5%	-6%	7	9%	-4%	-1%	0%	8	-16	21%

A portion taken from the entries so far, as a working copy:
molecule	uPA generation	Gal4-VP16 FLuc	ELG1 genotox	KCNH2 3.1 inh	RORg inh	Tb PFK block	NPC1 prom act	FLuc counter	Giardia kill	Coupling enz	Rab9 prom act
Nc1nc(NCc2ccco2)nc(NCCO)c1[N+](=O)[O-]	-3%	-2%	5%	29	13%	2%	-2%	-2%	?	-1	-3%
COc1ccc(C(=O)N/C(=C/c2cccnc2)C(=O)N2CCOCC2)cc1OC	-5%	2%	1%	-4	-1%	3%	-6%	-1%	7	1	0%
Cc1ccc(S(=O)(=O)N(C)C)cc1NC(=O)COC(=O)Cc1ccccc1F	-5%	.	-1%	10	.	2%	-4%	9%	12	.	1%

An excerpt of these results, field by field.
Cc1ccc(Cn2nc(C)c(NC(=O)c3cc(C)no3)c2C)cc1
  uPA generation: 0%
  Gal4-VP16 FLuc: 5%
  ELG1 genotox: -1%
  KCNH2 3.1 inh: 13
  RORg inh: 2%
  Tb PFK block: 3%
  NPC1 prom act: 1%
  FLuc counter: -1%
  Giardia kill: 4
  Coupling enz: 2
  Rab9 prom act: 2%
CC(=O)Nc1ccc(NC(=O)N(c2ccccc2)c2ccccc2)cc1
  uPA generation: -14%
  Gal4-VP16 FLuc: -5%
  ELG1 genotox: 1%
  KCNH2 3.1 inh: -3
  RORg inh: 0%
  Tb PFK block: 6%
  NPC1 prom act: -14%
  FLuc counter: 3%
  Giardia kill: 2
  Coupling enz: .
  Rab9 prom act: 1%

Next part
molecule	uPA generation	Gal4-VP16 FLuc	ELG1 genotox	KCNH2 3.1 inh	RORg inh	Tb PFK block	NPC1 prom act	FLuc counter	Giardia kill	Coupling enz	Rab9 prom act
O=C(O)CSc1nnnn1-c1ccccc1	.	10%	1%	2	8%	0%	-2%	5%	17	8	-4%
Cc1nnc(SCC(=O)Nc2cc(Cl)ccc2Cl)n1CC1CCCO1 (stereo unspecified)	-7%	-8%	5%	1	-4%	-1%	-5%	-1%	-6	3	2%
O=C(C[n+]1ccc(CCSc2ccc(F)cc2)cc1)c1ccccc1	1%	0%	-2%	.	?	?	-7%	-11%	7	-10	-3%
COc1ccc(N2CCN(C(=O)CSc3ncccc3-c3nc4ccccc4[nH]3)CC2)cc1	.	19%	3%	5	20%	4%	8%	11µM*	-4	0	-2%
Cc1ccc(/C=N/Nc2nc(N3CCOCC3)nc(N3CCOCC3)n2)o1	12%	-4%	-8%	-3	-11%	10%	-5%	-4%	10	-1	0%
CN(C)C(=O)c1cc(F)ccc1Sc1cc(Cl)ccc1Cl	1%	-6%	1%	.	-2%	-1%	0%	2%	29	-14	0%
COc1ccc(CCNC(=O)COC(=O)/C=C/c2ccc3c(c2)OCO3)cc1OC	1%	.	3%	9	.	-1%	.	.	-1	.	.
CCCC(CCC(=O)NC1CCCCC1)C(=O)O (stereo unspecified)	1%	1%	-2%	-27	-31%	6%	2%	-1%	-10	4	2%
O=C(c1cc2ccccc2o1)N(Cc1nnc(-c2ccccc2Cl)o1)C1CC1	-1%	.	21µM*	-5	.	-12%	-2%	30µM*	-27	.	-1%
C=CCC(NCc1ccco1)c1ccc(OC)cc1 (stereo unspecified)	-1%	3%	0%	6	-9%	1%	2%	-1%	-17	2	-3%
O=C(CSc1ccc(Cl)cc1)OCC(=O)N1CCN(c2ccccc2)CC1	1%	.	-10%	6	.	-16%	-2%	1%	3	.	-4%
Cc1ccc(-n2c(C)cc(C)c(C#N)c2=O)cc1C	-3%	-7%	2%	-2	-1%	6%	-4%	0%	-20	0	0%
CCCN1CCc2c(sc(NC(=O)C3CCN(S(=O)(=O)c4cccs4)CC3)c2C(N)=O)C1	-1%	.	-1%	-19	.	8%	-5%	-4%	36[activator]	.	-13%
Cc1ccc(C2CC(=O)Nc3cc4c(cc32)OCO4)o1 (stereo unspecified)	.	-1%	0%	6	5%	0%	2%	0%	-11	-5	-1%
COC(=O)c1cc(S(=O)(=O)N2CCCCC2C)c[nH]1 (stereo unspecified)	4%	-5%	4%	-6	13%	-4%	-4%	4%	-1	4	-2%

High-throughput results as filed in PubChem.

Rows are unselected; 14% or so of the library scored in one or more.
